S100A4 MyoIIA – S100A4-myosin IIA interaction inhibition; S100A4/TAMRA-MyoIIA peptide fluorescence polarization; inhibition, % at 10.7 µM; 360,000 tested, 0.14% active; P26447;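 active means mean inhibition of at least 70% across replicates, with every replicate also reaching that level; inconclusive means mean inhibition reaches 70% but some replicates fall short; inactive means mean inhibition below 70%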
Target sequence (P26447 whole entry, looked up): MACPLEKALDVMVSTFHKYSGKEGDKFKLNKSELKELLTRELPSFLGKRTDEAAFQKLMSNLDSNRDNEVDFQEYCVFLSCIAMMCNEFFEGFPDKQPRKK
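Material: S100A4 monomer protein / Buffer or medium: 50 mM HEPES pH 7.2, 10 mM CaCl2, 100 mM KCl / Times: 5 min incubation before reading / Benchmarks: neutral control DMSO, positive control TFP / Reagent: labelled myosin peptide probe, 5 nM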
E-selectin induc – induces E-selectin expression in human endothelial cells. HUVEC E-selectin immunofluorescence imaging; normalized: neutral wells 0, TNF-alpha wells 100. activation, % at 7.58 µM. 260,000 tested, 0.37% active;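 active means mean E-selectin-positive cell signal at least 10% of the positive control, reached in at least 60% of replicates, without over 20% cell loss; inconclusive means no rule given, readout overlaps actives, possibly toxicity-flagged; inactive means the rest, including those meeting only one limit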;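 further: in these data hits start at about 27%; measured in HUVEC primary endothelial cells; signal is the percent of cells scored E-selectin positive by PE staining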
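assay system = HUVEC, human umbilical vein endothelial cells | input = 3,000 HUVEC seeded per well | medium = EGM-2 growth medium on 0.1% gelatin-coated wells | dosing = one compound dose added by pin transfer | signal = immunofluorescence imaging | read-out basis = % PE-positive cells | control set = TNF-alpha, DMSO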
RAD52 inh – inhibitors of human RAD52 DNA annealing. P43351. recombinant RAD52 DNA annealing, FRET fluorescence. inhibition, % at 18.7 µM. 360,000 tested, 0.46% active;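 active means every replicate showing at least 50% inhibition; inconclusive means mean inhibition at least 50% but not in every replicate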
Target sequence (P43351 whole entry, looked up): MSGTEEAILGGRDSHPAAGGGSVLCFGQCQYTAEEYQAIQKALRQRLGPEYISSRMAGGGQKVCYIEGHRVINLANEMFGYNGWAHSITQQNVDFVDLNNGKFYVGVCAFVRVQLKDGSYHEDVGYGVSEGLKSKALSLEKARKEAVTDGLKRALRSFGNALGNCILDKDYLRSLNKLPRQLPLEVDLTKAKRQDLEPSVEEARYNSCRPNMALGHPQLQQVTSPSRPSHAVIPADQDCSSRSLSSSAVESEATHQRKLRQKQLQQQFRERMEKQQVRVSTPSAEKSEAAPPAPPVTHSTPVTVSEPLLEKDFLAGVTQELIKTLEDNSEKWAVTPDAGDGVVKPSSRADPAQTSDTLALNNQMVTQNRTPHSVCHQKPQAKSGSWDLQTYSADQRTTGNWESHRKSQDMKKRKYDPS
FN deposit inh – fibronectin deposition inhibition | AH1F fibroblasts, Alexa488-fibronectin deposition fluorescence, overnight | 350,000 tested, 0.086% active | inhibition, % at 12.6 µM;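 active means mean inhibition across replicates of 30% or more, regardless of how many single replicates reach that level; inconclusive means mean under 30% yet at least half of replicates reach 30%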;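 further: positive control wells lacked labelled fibronectin entirely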
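Material: AH1F fibroblasts assembling fluorescent fibronectin matrix; amount: 10000 AH1F cells/well; medium: DMEM, 2% serum; reagent: Alexa488-fibronectin, 24 nM final in well; dosing: single compound dose, delivered by pin transfer; incubation: 1 h adhesion, overnight exposure; detection: fluorescence after three HBSS washes, excitation 485 nm, emission 525 nm; measure: fibronectin deposition inhibition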
RAD54 inh – RAD54 (human) branch migration inhibition; Q92698; RAD54 Holliday junction branch migration, FAM/BHQ fluorescence; inhibition, % at 10.4 µM; 360,000 tested, 0.14% active;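 active means mean normalized replicate activity at least 40 and at least half of replicates scoring 40 or more; inconclusive means only one of the two criteria met; inactive means mean below 40 and under half of replicates reaching 40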;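 further: 0% = median of neutral control wells and 100% = median of positive control wells; inhibitors cause a drop in the FAM fluorescence signal; in these data hits start at about 50%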
XiGFP reactiv – activators of X-chromosome reactivation in mouse fibroblasts | 360,000 tested, 0.055% active | XiGFP mouse fibroblasts, % GFP-positive cells imaging, 3 d; cells co-treated with 5-aza-dC sensitizer; scaled so ellipticine positive control = 100% | AID 743238 | activation, % at 7.58 µM;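 active means mean normalized replicate activation at least 10% and every replicate at or above 10%; inconclusive means only one of the two criteria met; inactive means mean below 10% and not all replicates reach 10%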;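 further: 0% = median of on-plate neutral control wells and 100% = ellipticine 6 µM median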
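material = 68-5-11 XiGFP fibroblast line | medium = DMEM plus 5-aza-dC sensitizer | schedule = 3 days compound exposure | benchmarks = positive control ellipticine, 6 µM final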
EWS-Fli block – EWS/Fli transcriptional activity inhibition; A673 NR0B1-luciferase reporter, viability-normalised; inhibition, % at 12.6 µM; 350,000 tested, 0.67% active;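 active means mean inhibition of at least 50% after viability correction, with every replicate also passing that limit; inconclusive means mean reaches 50% but only one of two replicates passes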;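 further: firefly luciferase signal divided by Alamar Blue viability fluorescence both relative to DMSO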
esBAF inh – blocks esBAF chromatin remodeling in mouse ES cells | Bmi1-luciferase knock-in reporter, 24 h; 100% = twice the neutral-well signal | reporter increase, % at 12.5 µM | 350,000 tested, 2% active | AID 602393; in the data active means activation above about 40%; inconclusive means no clear call, values can overlap the other calls;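 further: 0% = median of the plate's neutral control wells and 100% = double that signal; a rise in the Bmi1 reporter signal indicates esBAF inhibition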
An asterisk follows results filed as active.

`O=C(Nc1c2n(c(=S)n(-c3ccccc3)c1=O)CCCCC2)c1ccccc1` gave S100A4 MyoIIA 2, E-selectin induc -0.1, RAD52 inh -19, FN deposit inh -4, XiGFP reactiv -0.1 and EWS-Fli block 5.
Cc1cc(C)cc(NC(=O)Nc2ccc3c(c2)C(=O)N(C)[C@H]2CC[C@@H](CC(=O)O)O[C@@H]2CO3)c1 was read as E-selectin induc 0.0, FN deposit inh -1, RAD54 inh -1, XiGFP reactiv 0.1, EWS-Fli block 7 and esBAF inh 1.
COc1ccc2c3c([nH]c2c1)[C@H](CO)N(Cc1ccccc1)CC31CN(C(=O)c2cccnc2)C1 was read as S100A4 MyoIIA 7, E-selectin induc -0.7, RAD52 inh -15, XiGFP reactiv 0.3 and EWS-Fli block 25.
C/C=C/c1ccc([C@H]2[C@H]3CN(S(=O)(=O)c4ccc(OC)cc4)CCCCN3[C@H]2CO)cc1 was read as S100A4 MyoIIA 1, E-selectin induc -0.1, RAD52 inh 13, FN deposit inh 0, RAD54 inh -10, XiGFP reactiv 0.1, EWS-Fli block 17 and esBAF inh 10.
CCOc1ccc(CN2CCN(Cc3c[nH]c4ccccc34)CC2)cc1 was read as S100A4 MyoIIA -5, E-selectin induc 0.6, RAD52 inh -12, FN deposit inh 2, RAD54 inh 2, XiGFP reactiv 0.2, EWS-Fli block 25 and esBAF inh 21.
`COc1ccc2nc(N3CCCCC3)c(/C=C3\SC(=S)NC3=O)cc2c1` gave S100A4 MyoIIA 5, E-selectin induc 1.0, RAD52 inh -40, FN deposit inh 0, RAD54 inh 5, XiGFP reactiv 0.0, EWS-Fli block 11 and esBAF inh -13.
For COCC(=O)Nc1ccc2c(c1)C(=O)N(C)C[C@H](OC)[C@@H](C)CN(C(=O)c1cccnc1)[C@H](C)CO2 the results were S100A4 MyoIIA 2, E-selectin induc 0.1, RAD52 inh -4, FN deposit inh 2, RAD54 inh 1, XiGFP reactiv 0.0, EWS-Fli block -19 and esBAF inh -5.
`CC1(C)C(=O)C2(CCCCC2)C(=O)OC1c1ccc(O)cc1` (configuration not stated) gave S100A4 MyoIIA -2, RAD52 inh -11, RAD54 inh 6, EWS-Fli block 16 and esBAF inh 0.
`CC(=O)N(C)C[C@@H]1Oc2ncc(C#Cc3ccc(F)cc3)cc2C(=O)N([C@H](C)CO)C[C@@H]1C` gave E-selectin induc 1.1, RAD52 inh -3, FN deposit inh -1, RAD54 inh -2, XiGFP reactiv -0.9, EWS-Fli block -7 and esBAF inh 1.
O=C(Nc1nnc(COc2ccc(F)cc2)s1)c1ccco1 was read as S100A4 MyoIIA 4, RAD52 inh -20, FN deposit inh -3, RAD54 inh inconclusive, XiGFP reactiv 0.0 and EWS-Fli block 9.
`CC(=O)/C(C#N)=C1\NC(=O)C(Cc2ccc(C)c(Cl)c2)S1` (configuration not stated) gave S100A4 MyoIIA -8, RAD52 inh -20, FN deposit inh -2, RAD54 inh -6, XiGFP reactiv 0.4 and EWS-Fli block -29.
Screening CCOC(=O)c1sc(Nc2ccc(C)cc2C)nc1C returned S100A4 MyoIIA 0, RAD52 inh -5, FN deposit inh -11, RAD54 inh -9 and esBAF inh 7.
COCC(=O)N1CC[C@@H]2[C@H]1c1cc(-c3ccccc3)ccc1N(C)[C@H]2CO was read as S100A4 MyoIIA 8, E-selectin induc -0.1, RAD52 inh 1, FN deposit inh -8, RAD54 inh 3, XiGFP reactiv 0.2, EWS-Fli block -9 and esBAF inh -8.
For C[C@H]1CCCCO[C@@H](CN(C)S(=O)(=O)c2ccccc2)[C@@H](C)CN([C@@H](C)CO)C(=O)c2cc(NS(=O)(=O)c3ccccc3)ccc2O1 the results were S100A4 MyoIIA -13, E-selectin induc 0.0, RAD52 inh -50, FN deposit inh -6, RAD54 inh -15, XiGFP reactiv 0.1, EWS-Fli block 5 and esBAF inh 5.
COc1ccc(-c2noc(Cc3ccc(Cl)cc3)n2)cc1OC was read as S100A4 MyoIIA 1, E-selectin induc 1.5, RAD52 inh -14, FN deposit inh 0, RAD54 inh 0, XiGFP reactiv -0.1, EWS-Fli block -24 and esBAF inh 11.
CC(=O)Nc1c(Cl)c2c(c(Cl)c1Br)-c1ccc(Cl)cc1C2 was read as S100A4 MyoIIA 3, E-selectin induc 0.2, RAD52 inh -13, FN deposit inh 2, RAD54 inh -2, XiGFP reactiv -0.1, EWS-Fli block 19 and esBAF inh 0.
`COC(=O)c1sc(=S)n(-c2cc(F)ccc2F)c1N` gave S100A4 MyoIIA 1, RAD52 inh -10, RAD54 inh 1, EWS-Fli block 4 and esBAF inh -1.
Screening O=C(N[C@H]1CC[C@H](CC(=O)N2CCN(c3ccccc3)CC2)O[C@@H]1CO)c1ccncc1 returned S100A4 MyoIIA -16, E-selectin induc -0.6, RAD52 inh 10, FN deposit inh -8, RAD54 inh 0, XiGFP reactiv 0.3, EWS-Fli block -3 and esBAF inh 0.
Cc1cccn2cc(CSc3nnc(Nc4ccc(C(C)C)cc4)s3)nc12 was read as S100A4 MyoIIA -5, RAD52 inh -4, FN deposit inh -14, XiGFP reactiv 0.0 and EWS-Fli block 5.
Screening COc1cccc(CNC(=O)C[C@@H]2CC[C@@H](NC(=O)C3CC3)[C@@H](CO)O2)c1 returned S100A4 MyoIIA 6, E-selectin induc -0.1, RAD52 inh 5, FN deposit inh -11, RAD54 inh 4, XiGFP reactiv 0.0, EWS-Fli block 2 and esBAF inh 1.
Screening C/C(=N/NC(=O)c1sc(NS(=O)(=O)c2ccccc2)nc1C)c1ccccc1 returned S100A4 MyoIIA -4, RAD52 inh -6, XiGFP reactiv 0.3 and EWS-Fli block 7.
C[C@@H]1CN([C@H](C)CO)C(=O)c2cc(C#CC3CC3)cnc2O[C@H]1CN(C)Cc1ccncc1 was read as S100A4 MyoIIA 3, E-selectin induc -0.6, RAD52 inh -3, FN deposit inh -11, RAD54 inh 1, XiGFP reactiv -0.8, EWS-Fli block 3 and esBAF inh 2.
Screening CC=Cc1ccc2n(c1=O)C[C@@H]1[C@@H](CO)[C@H](C(=O)NCC(F)(F)F)N(CC3CC3)[C@H]21 (mixture of isomers) returned S100A4 MyoIIA -2, E-selectin induc -0.7, RAD52 inh -15, RAD54 inh -4, XiGFP reactiv 0.9, EWS-Fli block -5 and esBAF inh -1.
`FC(F)(F)c1ccc(Sc2n[nH]c(C(F)(F)F)n2)nc1` gave S100A4 MyoIIA -3, E-selectin induc 0.5, RAD52 inh -10, FN deposit inh -16, RAD54 inh -14, XiGFP reactiv 0.0 and EWS-Fli block 2.
For CC(C)CC1(C)NC(=O)N(CC(=O)Nc2ccc3c(c2)CCC3)C1=O (configuration not stated) the results were S100A4 MyoIIA -10, E-selectin induc 6.5, RAD52 inh -16, FN deposit inh -12, XiGFP reactiv 0.3 and EWS-Fli block 1.
Screening CCCOc1ccc(C(CC(=O)O)NC(=O)c2sc3ccccc3c2Cl)cc1 (configuration not stated) returned S100A4 MyoIIA 5, RAD52 inh -5, FN deposit inh -7, XiGFP reactiv 0.0 and EWS-Fli block 7.
For Nc1ccc2c(c1)OC1(CCCCC1)O2 the results were S100A4 MyoIIA -3, E-selectin induc -1.8, RAD52 inh -4, XiGFP reactiv 0.2 and EWS-Fli block 5.
Screening COCCn1c(SCC(=O)N2CC(=O)Nc3ccccc32)nc2ccccc21 returned S100A4 MyoIIA -4, E-selectin induc -0.1, RAD52 inh -7, FN deposit inh 3, XiGFP reactiv -0.1, EWS-Fli block 3 and esBAF inh -10.
For CN1CCN(C(=O)/C=C/c2cccc(Cl)c2)CC1 the results were S100A4 MyoIIA 2, E-selectin induc 0.0, RAD52 inh -8, FN deposit inh 3, RAD54 inh -10, XiGFP reactiv 0.2 and esBAF inh 10.
`C[C@H]1CN([C@@H](C)CO)C(=O)Cc2cc(NC(=O)Nc3ccc4c(c3)OCO4)ccc2O[C@H]1CN(C)Cc1ccc(Cl)c(Cl)c1` gave S100A4 MyoIIA 1, E-selectin induc 17, RAD52 inh -6, RAD54 inh 5, XiGFP reactiv 0.0, EWS-Fli block -8 and esBAF inh 4.
`CC1=Nc2ccc(C)cc2/C1=C/c1c(N)n2c(S(=O)(=O)C(C)C)nsc2nc1=O` gave S100A4 MyoIIA 0, E-selectin induc -0.1, RAD52 inh -275, FN deposit inh -1, XiGFP reactiv 0.0, EWS-Fli block 11 and esBAF inh -4.
COc1ccc(C(C)(O)c2nc(-c3ccc(OC)nc3)cs2)cc1 (configuration not stated) was read as S100A4 MyoIIA -3, E-selectin induc -0.1, RAD52 inh -14, FN deposit inh 0, RAD54 inh 9, XiGFP reactiv -0.1, EWS-Fli block 11 and esBAF inh 4.
For Cc1cccn2c(=O)c3cc(C(=O)NCCN4CCOCC4)c(=N)n(Cc4ccc(F)cc4)c3nc12 the results were S100A4 MyoIIA -3, RAD52 inh 44, FN deposit inh -4, RAD54 inh 38, XiGFP reactiv 0.0 and esBAF inh 10.
O=C(Nc1ccccc1C(F)(F)F)N1CCCC1c1cccnc1 (configuration not stated) was read as S100A4 MyoIIA -2, RAD52 inh -2, FN deposit inh 6, XiGFP reactiv -0.1, EWS-Fli block 2 and esBAF inh -6.
For CCCC(=O)N1CC2(C1)CN(C(=O)C1CCC1)[C@H](CO)c1[nH]c3cc(OC)ccc3c12 the results were S100A4 MyoIIA 6, E-selectin induc 0.3, RAD52 inh 0, XiGFP reactiv -0.1 and EWS-Fli block -12.
CCOc1ccc(CN(C)C(=O)c2cccnc2SC)cc1OC was read as S100A4 MyoIIA -3, E-selectin induc 2.1, RAD52 inh -14, RAD54 inh 1, XiGFP reactiv 0.0, EWS-Fli block 8 and esBAF inh -6.
Screening CSc1nc(-c2ccco2)cc(C(F)(F)F)c1C#N returned E-selectin induc -0.7, FN deposit inh 0, RAD54 inh -3 and esBAF inh 0.
Screening C[C@H](CO)N1C[C@H](C)[C@H](CN(C)Cc2ccc(-c3ccccc3)cc2)Oc2c(NC(=O)C3CCCCC3)cccc2C1=O returned E-selectin induc 0.4, FN deposit inh -2, XiGFP reactiv -1.2, EWS-Fli block 23 and esBAF inh -2.
C[C@H](CO)N1C[C@H](C)[C@H](CN(C)C(=O)CC2CC2)Oc2cc(C#CC(C)(C)O)ccc2S1(=O)=O was read as S100A4 MyoIIA -14, E-selectin induc -0.5, RAD52 inh -2, FN deposit inh 0, RAD54 inh -1, XiGFP reactiv 0.1, EWS-Fli block -5 and esBAF inh 4.

Random draw from the library (roughly 3% active in at least one column).
